Screening results as filed in PubChem BioAssay.
Thrombin inh = blocks human thrombin protease activity; P00734; alpha-thrombin, Boc-VPR-AMC fluorogenic substrate cleavage; inhibition, % at 5 µM; hit rate 0.26% among 220,000;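 active = inhibition at or above 40%; inactive = inhibition below 40%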;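 also: 0% = enzyme with no compound and 100% = wells without enzyme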
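Material: human alpha-thrombin enzyme / Medium: pH 7.5 Tris (50 mM) with NaCl 150 mM, Tween 20 0.05% / Compound: single-point dosing at 5 µM, 0.2% DMSO / Incubation: enzyme reaction carried out at room temperature / Detection: AMC fluorescence, 355/460 nm / Read-out basis: percent inhibition scaled between no-compound controls and no-enzyme blanks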
Rad51 HR inh = blocks human Rad51 in homologous recombination; Q06609; hRad51 DNA strand exchange, fluorescence dequenching; hit rate 0.085% among 200,000; inhibition, % at 10 µM; AID 1385;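 active = inhibition above 40% at the single screening dose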;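 also: 0% = DMSO control wells and 100% = blanks with heterologous ssDNA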
Target sequence (Q06609 whole entry, looked up): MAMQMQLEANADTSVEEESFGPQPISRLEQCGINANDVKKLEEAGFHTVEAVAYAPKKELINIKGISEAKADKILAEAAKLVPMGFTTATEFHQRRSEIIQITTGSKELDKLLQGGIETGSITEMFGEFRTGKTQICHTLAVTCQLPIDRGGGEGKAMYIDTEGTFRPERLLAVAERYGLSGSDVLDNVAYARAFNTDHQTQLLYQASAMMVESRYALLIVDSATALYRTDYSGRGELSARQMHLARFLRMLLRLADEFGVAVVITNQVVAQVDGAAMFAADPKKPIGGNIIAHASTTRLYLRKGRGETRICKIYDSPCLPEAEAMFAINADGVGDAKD
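material = hRad51 filaments on single-stranded DNA | timing = filaments 15 min 37 °C, then compound 30 min | signal = FRET fluorescence dequenching, excitation 485 nm, emission 520 nm | benchmarks = control wells and blank wells on each plate | evaluation = percent inhibition relative to plate controls and blanks | compound = 10 µM final, single point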
Hck-Nef inh = human Hck-Nef kinase inhibition | hit rate 0.68% among 220,000 | inhibition, % at 20 µM | P08631 | Recombinant Hck-YEEI plus Nef, Z-Lyte FRET kinase assay;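 active = Hck-Nef kinase inhibition above about 50%, limit read from the data; inactive = inhibition below that limit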;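 also: 0% = DMSO with Hck plus Nef and 100% = Hck alone without Nef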
Target sequence (P08631 whole entry, looked up): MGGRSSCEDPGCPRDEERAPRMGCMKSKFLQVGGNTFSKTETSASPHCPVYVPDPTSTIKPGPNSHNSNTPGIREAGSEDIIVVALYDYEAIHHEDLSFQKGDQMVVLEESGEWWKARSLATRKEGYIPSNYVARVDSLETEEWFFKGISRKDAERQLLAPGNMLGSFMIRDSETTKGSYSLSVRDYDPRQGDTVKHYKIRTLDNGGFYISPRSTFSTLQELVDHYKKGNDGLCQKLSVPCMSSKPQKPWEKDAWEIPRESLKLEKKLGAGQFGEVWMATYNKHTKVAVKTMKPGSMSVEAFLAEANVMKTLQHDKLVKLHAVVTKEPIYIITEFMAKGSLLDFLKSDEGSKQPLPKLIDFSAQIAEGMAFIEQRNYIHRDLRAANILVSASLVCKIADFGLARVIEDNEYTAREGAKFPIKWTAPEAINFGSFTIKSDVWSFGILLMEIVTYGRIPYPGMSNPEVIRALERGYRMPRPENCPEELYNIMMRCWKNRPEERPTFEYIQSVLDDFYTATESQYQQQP
Cl transport mod = modulators of human KCC2 chloride dependent transport | KCC2 cells, thallium flux FluoZin-2 fluorescence | B-score of Tl+ flux slope (higher = more flux/activation; lower = inhibition) at 10 µM | hit rate 2.2% among 190,000;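 active = thallium flux slope and its plate-corrected score both differing from the plate sample mean at a set confidence after two filtering rounds, in either direction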;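 also: slope of fluorescence scaled to starting intensity during 10 to 20 s after thallium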
KLK5 inh = inhibitors of human kallikrein 5 | hit rate 0.59% among 210,000 | Q9Y337 | recombinant hK5, fluorogenic AMC substrate cleavage | inhibition, % at 5 µM;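 active = inhibition of 40% or more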;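 also: 0% = enzyme controls without compound and 100% = no-enzyme blanks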
Target sequence (Q9Y337 67-293 limits assumed): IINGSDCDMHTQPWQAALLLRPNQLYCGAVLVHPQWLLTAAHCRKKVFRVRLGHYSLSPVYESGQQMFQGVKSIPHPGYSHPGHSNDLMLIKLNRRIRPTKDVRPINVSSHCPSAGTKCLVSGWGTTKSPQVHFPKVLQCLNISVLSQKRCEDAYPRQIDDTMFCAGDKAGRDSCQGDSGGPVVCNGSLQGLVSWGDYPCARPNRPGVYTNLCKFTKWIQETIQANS
FXIIa inh 1536 = factor XIIa (human) inhibition; inhibition, % at 5 µM; AID 800; hit rate 0.3% among 220,000; purified FXIIa, Boc-QGR-AMC fluorogenic substrate, 2 h; in the data active = inhibition above about 40%;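 also: 0% = enzyme with no compound and 100% = blank without enzyme; many of its hits are not listed in these tables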
FXIa inh 1536 = blocks human coagulation factor XIa protease activity. AID 798. purified FXIa, Boc-Glu-Ala-Arg-AMC fluorogenic substrate. P03951. inhibition, % at 5 µM. hit rate 0.14% among 220,000;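 active = inhibition of at least 40%; inactive = inhibition below 40%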;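 also: fluorescence of freed AMC excited at 355 nm; 0% = enzyme without compound and 100% = no enzyme blank; many of its hits are not listed in these tables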
TNF death inh = inhibitors of TNF-alpha induced necroptosis in Jurkat FADD-/- cells. activation (protection from cell death), % at 10 µM. Jurkat FADD-/- TNF necroptosis rescue, ATP luminescence, 24 h; 0 = TNF only, 100 = no-TNF cells. hit rate 0.068% among 220,000. AID 463075;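 active = activation, meaning protection from cell death, of at least 50% relative to plate controls; inactive = activation below 50%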;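 also: necroptosis triggered by 40 ng/mL TNF-alpha added together with compound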
zVAD death inh = blocks zVAD induced death of L929 cells; L929 zVAD necroptosis rescue, ATP luminescence, 24 h; with zVAD 60 µM; viability rescue, % at 10 µM; hit rate 0.38% among 220,000; AID 1377;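 active = activation, scaled between plate controls, above about 75%, limit read from the data; inactive = activation under that limit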;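 also: 0% = zVAD with DMSO and 100% = DMSO alone without zVAD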
Active calls of the source: *. The list is partial; rates above refer to the full screens.

`COc1cccc(NS(=O)(=O)c2cc(C)ccc2OC)c1` gave Thrombin inh -2, Rad51 HR inh 4, Hck-Nef inh 0, Cl transport mod -0.15, KLK5 inh 8, FXIIa inh 1536 12, FXIa inh 1536 17, TNF death inh 0.3 and zVAD death inh 0.1.
Screening CCOc1ccccc1NC(=O)CSc1nnc(CNC(=O)c2ccco2)o1 returned Thrombin inh -4, Rad51 HR inh -3, Hck-Nef inh -1, Cl transport mod 0.88, KLK5 inh -12, FXIIa inh 1536 8, FXIa inh 1536 1, TNF death inh -1.2 and zVAD death inh -0.7.
CC(Sc1ccc(S(=O)(=O)N2CCOCC2)cc1[N+](=O)[O-])C(=O)O (stereo unspecified) was read as Thrombin inh -2, Hck-Nef inh 6, Cl transport mod 1.6, KLK5 inh -9, FXIIa inh 1536 25, FXIa inh 1536 19, TNF death inh 1.2 and zVAD death inh 0.5.
Screening COc1ccc(C(C#N)N2CCCCC2)cc1OC (stereo unspecified) returned Thrombin inh 1, Rad51 HR inh 6, Hck-Nef inh -1, Cl transport mod 0.61, KLK5 inh 28, FXIIa inh 1536 17, FXIa inh 1536 -4, TNF death inh -2.8 and zVAD death inh 0.0.
`O=C(NC1(C(F)(F)F)N=C(c2ccccc2)NC1=O)c1ccc(Cl)cc1Cl` (stereo unspecified) gave Thrombin inh -7, Hck-Nef inh 0, KLK5 inh -17, FXIIa inh 1536 0, FXIa inh 1536 -7, TNF death inh -3.4 and zVAD death inh 0.6.
Screening N#CC1=C(N)Oc2cc(O)ccc2C1C1CCCCC1 (stereo unspecified) returned Thrombin inh -11, Rad51 HR inh -3, Hck-Nef inh 6, Cl transport mod -0.75, KLK5 inh -4, FXIIa inh 1536 11, FXIa inh 1536 -7, TNF death inh -9.5 and zVAD death inh 0.9.
Screening COc1cc(-c2[nH]ncc2CN2CCc3sccc3C2)cc(OC)c1OC returned Thrombin inh -13, Rad51 HR inh 3, Hck-Nef inh 17, Cl transport mod 0.72, KLK5 inh -6, FXIIa inh 1536 2, FXIa inh 1536 -6, TNF death inh -0.8 and zVAD death inh 12.
Screening COc1ccccc1-c1ccc(C(=O)O)o1 returned Thrombin inh -1, Hck-Nef inh 1, Cl transport mod 1.8, KLK5 inh -6, FXIIa inh 1536 9, FXIa inh 1536 -3, TNF death inh 1.6 and zVAD death inh 1.8.
Screening COC(=O)C1CC(c2c(OC)cc(OC)cc2OC)=NO1 (stereo unspecified) returned Thrombin inh -2, Rad51 HR inh -4, Hck-Nef inh 10, Cl transport mod -1.6, KLK5 inh 3, FXIIa inh 1536 9, FXIa inh 1536 4, TNF death inh 0.1 and zVAD death inh 1.1.
`CCCCNC(=S)Nc1ccc(F)cc1` gave Thrombin inh -8, Rad51 HR inh 8, Hck-Nef inh 2, KLK5 inh -4, FXIIa inh 1536 3, FXIa inh 1536 -1, TNF death inh -7.1 and zVAD death inh 0.4.
`O=C(c1ccccc1F)N1CCN(S(=O)(=O)c2ccc(S(=O)(=O)N3CCCCC3)cc2)CC1` gave Thrombin inh -3, Rad51 HR inh 0, Hck-Nef inh 12, Cl transport mod -0.029, KLK5 inh -2, FXIIa inh 1536 6, FXIa inh 1536 -3, TNF death inh 1.8 and zVAD death inh -0.4.
COc1ccc(Br)cc1CNC(=O)CCc1nc(-c2ccc(C)cc2)no1 was read as Thrombin inh -7, Rad51 HR inh -10, Hck-Nef inh 0, Cl transport mod -0.58, KLK5 inh 7, FXIIa inh 1536 2, FXIa inh 1536 4, TNF death inh -0.4 and zVAD death inh 0.7.
For O=C(C1CCN(S(=O)(=O)c2cnc[nH]2)CC1)N1CCN(c2ncccn2)CC1 the results were Thrombin inh 1, Rad51 HR inh 3, Hck-Nef inh 1, Cl transport mod 1, KLK5 inh -9, FXIIa inh 1536 9, FXIa inh 1536 -7, TNF death inh -0.8 and zVAD death inh 1.1.
`O=C(N/N=C1\CCCc2ccccc21)c1ccccc1[N+](=O)[O-]` gave Thrombin inh 3, Rad51 HR inh -1, Hck-Nef inh 0, Cl transport mod -0.026, KLK5 inh -6, FXIIa inh 1536 10, FXIa inh 1536 8, TNF death inh -0.8 and zVAD death inh 0.1.
Screening Cc1ccc(CNC(=O)CSc2nc3n[nH]c(C)c3c(=N)n2-c2cccc(C)c2)cc1 returned Thrombin inh 5, Rad51 HR inh 0, Hck-Nef inh 0, Cl transport mod -0.19, KLK5 inh 2, FXIIa inh 1536 13, FXIa inh 1536 4, TNF death inh -3.6 and zVAD death inh 0.6.
Screening COc1ccc2[nH]c(=O)c(CN(Cc3ccccc3OC)Cc3nnnn3CC3CCCO3)cc2c1 (stereo unspecified) returned Thrombin inh 4, Rad51 HR inh -5, Hck-Nef inh 1, Cl transport mod 8.6*, KLK5 inh -31, FXIIa inh 1536 18, FXIa inh 1536 5, TNF death inh -5.0 and zVAD death inh 0.3.
For CC(C)(C)NC(=O)C(c1ccc(OCC(N)=O)cc1)N(C(=O)c1cccnc1)C1CC1 (stereo unspecified) the results were Thrombin inh 4, Rad51 HR inh -4, Hck-Nef inh 1, Cl transport mod 0.8, KLK5 inh -6, FXIIa inh 1536 7, FXIa inh 1536 3, TNF death inh -11 and zVAD death inh 0.0.
For C/C(O)=C(\N=Nc1cc(C)ccc1O)C(N)=O the results were Thrombin inh -4, Rad51 HR inh -11, Hck-Nef inh 19, Cl transport mod 0.3, KLK5 inh 1, FXIIa inh 1536 8, FXIa inh 1536 0, TNF death inh 0.2 and zVAD death inh 11.
For c1ccc(-c2nnc3ccc(N4CCCC4)nn23)cc1 the results were Thrombin inh 0, Rad51 HR inh 0, Hck-Nef inh 22, Cl transport mod -1.3, KLK5 inh -11, FXIIa inh 1536 10, FXIa inh 1536 3, TNF death inh -0.8 and zVAD death inh 0.3.
`Cc1cc(C(=O)NCc2cc(C(=O)O)oc2C)c(C)o1` gave Thrombin inh -4, Rad51 HR inh 1, Hck-Nef inh -1, KLK5 inh 11, FXIIa inh 1536 -1, FXIa inh 1536 -9, TNF death inh -1.6 and zVAD death inh 0.2.

A draw from above in order of number of heavy atoms, low to high:
For c1ccc(-c2nnc3ccc(N4CCCC4)nn23)cc1 the results were Thrombin inh 0, Rad51 HR inh 0, Hck-Nef inh 22, Cl transport mod -1.3, KLK5 inh -11, FXIIa inh 1536 10, FXIa inh 1536 3, TNF death inh -0.8 and zVAD death inh 0.3.
Screening CCOc1ccccc1NC(=O)CSc1nnc(CNC(=O)c2ccco2)o1 returned Thrombin inh -4, Rad51 HR inh -3, Hck-Nef inh -1, Cl transport mod 0.88, KLK5 inh -12, FXIIa inh 1536 8, FXIa inh 1536 1, TNF death inh -1.2 and zVAD death inh -0.7.
Screening Cc1ccc(CNC(=O)CSc2nc3n[nH]c(C)c3c(=N)n2-c2cccc(C)c2)cc1 returned Thrombin inh 5, Rad51 HR inh 0, Hck-Nef inh 0, Cl transport mod -0.19, KLK5 inh 2, FXIIa inh 1536 13, FXIa inh 1536 4, TNF death inh -3.6 and zVAD death inh 0.6.

More results.
`CC(C)NC(=O)COC(=O)c1ccc(Oc2ccccc2)cc1` gave Thrombin inh 6, Rad51 HR inh -2, Hck-Nef inh 2, Cl transport mod -0.77, KLK5 inh -2, FXIIa inh 1536 17, FXIa inh 1536 -3, TNF death inh -0.8 and zVAD death inh -0.1.
O=C(NC(=S)Nc1ccccn1)c1ccco1 was read as Thrombin inh 0, Rad51 HR inh -11, Hck-Nef inh 0, Cl transport mod 10*, KLK5 inh -3, FXIIa inh 1536 34, FXIa inh 1536 21, TNF death inh -0.5 and zVAD death inh -1.1.
For CCOc1ccc(N(CC(=O)NC2CCCC2)C(=O)CSc2nnc(COc3ccccc3)o2)cc1 the results were Thrombin inh 5, Rad51 HR inh -5, Hck-Nef inh 3, Cl transport mod -2.7, KLK5 inh -15, FXIIa inh 1536 16, FXIa inh 1536 -3, TNF death inh 1.8 and zVAD death inh -0.9.
O=C(CSc1nnc(Cc2ccccc2)n1-c1ccc(Cl)cc1)N1CCOCC1 was read as Thrombin inh -16, Rad51 HR inh 5, Hck-Nef inh 11, Cl transport mod -0.94, KLK5 inh 2, FXIIa inh 1536 -11, FXIa inh 1536 -2, TNF death inh -0.2 and zVAD death inh -1.4.
C=CCn1c(CCSCc2ccccc2)n[nH]c1=S was read as Thrombin inh -4, Rad51 HR inh -14, Hck-Nef inh -2, Cl transport mod 0.0047, FXIIa inh 1536 7, FXIa inh 1536 1, TNF death inh -0.2 and zVAD death inh 0.0.
For CC(=O)N(C)c1ccc(NS(=O)(=O)Cc2ccccc2)cc1 the results were Thrombin inh 1, Rad51 HR inh -7, Hck-Nef inh 0, Cl transport mod -0.26, KLK5 inh -3, FXIIa inh 1536 3, FXIa inh 1536 0, TNF death inh 0.0 and zVAD death inh 0.0.
For O=C(NNS(=O)(=O)c1ccccc1)C(O)(c1ccccc1)c1ccccc1 the results were Thrombin inh -7, Hck-Nef inh 1, Cl transport mod 0.95, KLK5 inh -2, FXIIa inh 1536 6, FXIa inh 1536 -2, TNF death inh 1.3 and zVAD death inh 1.0.
For O=C(O)CCCC(=O)Nc1ccc(N=Nc2ccccc2)cc1 the results were Thrombin inh 5, Rad51 HR inh -7, Hck-Nef inh 28, Cl transport mod 0.86, KLK5 inh 1, FXIIa inh 1536 3, FXIa inh 1536 -1, TNF death inh 0.8 and zVAD death inh 0.6.
`Cc1c(NC(=O)c2cc(-c3ccc(Cl)s3)nc3ccccc23)c(=O)n(-c2ccccc2)n1C` gave Thrombin inh -1, Rad51 HR inh -7, Hck-Nef inh 1, Cl transport mod -1.1, KLK5 inh 4, FXIIa inh 1536 7, FXIa inh 1536 5, TNF death inh -16 and zVAD death inh 0.2.
COc1cc(C(=S)N(C)C)ccc1O was read as Thrombin inh -4, Rad51 HR inh -2, Hck-Nef inh 0, Cl transport mod 0.38, KLK5 inh 2, FXIIa inh 1536 -3, FXIa inh 1536 -7, TNF death inh -1.6 and zVAD death inh -0.1.
Screening Cc1ccc(OCC(=O)N(Cc2cccs2)C2CCS(=O)(=O)C2)cc1 (stereo unspecified) returned Thrombin inh -3, Rad51 HR inh 25, Hck-Nef inh 16, Cl transport mod -0.46, KLK5 inh -1, FXIIa inh 1536 4, FXIa inh 1536 -4, TNF death inh 1.6 and zVAD death inh -0.5.
`CCC(C)NS(=O)(=O)c1ccc(OCC(=O)NCc2ccc3c(c2)OCO3)cc1` (stereo unspecified) gave Thrombin inh -3, Rad51 HR inh -2, Hck-Nef inh -1, Cl transport mod -0.36, KLK5 inh -24, FXIIa inh 1536 5, FXIa inh 1536 -12, TNF death inh 0.1 and zVAD death inh -0.4.
`Cc1ccc(C(=O)N/C(=C\c2cccs2)C(=O)NCCCn2ccnc2)cc1` gave Thrombin inh -4, Hck-Nef inh 1, KLK5 inh -19, FXIIa inh 1536 8, FXIa inh 1536 12, TNF death inh 1.7 and zVAD death inh -1.2.
Screening O=C1CCc2cc(S(=O)(=O)NCCCC(=O)N3CCN(Cc4ccc5c(c4)OCO5)CC3)ccc2N1 returned Thrombin inh 0, Hck-Nef inh 8, Cl transport mod 2, FXIIa inh 1536 7, FXIa inh 1536 -1, TNF death inh 0.2 and zVAD death inh -0.2.
